Bcl-B Bim block: human Bim-Bcl-B interaction inhibition; inhibition, % at 10 µM; actives 0.073% (n = 190,000); AID 951; Q9HD36; bead-based flow cytometry, Bim peptide-Bcl-B binding;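 also: 0% = tracer peptide without compound and 100% = reference inhibitor peptide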
Target sequence (Q9HD36 whole entry, looked up): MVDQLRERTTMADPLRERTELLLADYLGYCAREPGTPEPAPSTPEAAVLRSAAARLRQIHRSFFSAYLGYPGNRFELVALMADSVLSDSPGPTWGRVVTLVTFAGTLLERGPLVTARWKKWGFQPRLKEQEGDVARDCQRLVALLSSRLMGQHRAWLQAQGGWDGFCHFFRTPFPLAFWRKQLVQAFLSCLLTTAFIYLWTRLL
Bim-Mcl-1: inhibitors of Bim-Mcl-1 interaction, human; Q07820; Bead-based flow cytometry, Bim peptide-Mcl-1 binding; inhibition, % at 10 µM; actives 0.1% (n = 190,000); AID 1009;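 also: 0% = no compound tracer wells and 100% = peptide blocker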
Bim-Bcl-2: human Bim-Bcl-2 interaction inhibition; Bead-based flow cytometry, Bim peptide-Bcl-2 binding; P10415; actives 0.06% (n = 190,000); inhibition, % at 10 µM; in the data active = inhibition above about 40%; inconclusive = no clear call, values can overlap the other calls;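 also: 0% = no compound wells with probe peptide and 100% = reference peptide inhibitor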
Target sequence (P10415 whole entry, looked up): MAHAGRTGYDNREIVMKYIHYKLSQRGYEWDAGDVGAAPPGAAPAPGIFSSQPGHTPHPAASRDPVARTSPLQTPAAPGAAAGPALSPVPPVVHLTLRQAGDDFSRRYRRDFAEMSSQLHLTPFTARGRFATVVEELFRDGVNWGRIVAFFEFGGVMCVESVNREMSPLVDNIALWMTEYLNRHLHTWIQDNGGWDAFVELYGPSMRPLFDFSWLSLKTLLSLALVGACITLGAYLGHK
ABCG2 inh: blocks JC-1 efflux by human ABCG2 transporter | Q9UNQ0 | inhibition, % at 6.6 µM | actives 0.1% (n = 190,000) | AID 1325 | IgMXP3 cells, flow cytometry;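 active = inhibition above 80%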;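 also: 0% = DMSO and 100% = nicardipine control wells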
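Test system: IgMXP3 cells (ABCG2) mixed with DDAO far-red-labelled CCRF-Adr cells (ABCB1). Reagent: JC-1 transporter substrate. Compound dosing: single test compound dose, 6.6 µM final. Times: 10 min compound exposure, 25 °C. Detection: flow cytometry of retained JC-1 fluorescence. Read-out basis: efflux inhibition in percent versus controls. Controls: nicardipine and DMSO wells.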
Bim-Bcl-XL: disrupts Bim peptide binding to human Bcl-XL; bead flow cytometry, fluorescence; inhibition, % at 10 µM; actives 0.04% (n = 190,000)
Bim-Bcl-W: human Bim-Bcl-W interaction inhibition; Q92843; bead-based flow cytometry, Bim peptide-Bcl-W binding; inhibition, % at 10 µM; actives 0.02% (n = 190,000);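 also: 0% = bound tracer without compound and 100% = peptide blocker; higher means less fluorescent Bim peptide bound to Bcl-W beads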
Target sequence (Q92843 whole entry, looked up): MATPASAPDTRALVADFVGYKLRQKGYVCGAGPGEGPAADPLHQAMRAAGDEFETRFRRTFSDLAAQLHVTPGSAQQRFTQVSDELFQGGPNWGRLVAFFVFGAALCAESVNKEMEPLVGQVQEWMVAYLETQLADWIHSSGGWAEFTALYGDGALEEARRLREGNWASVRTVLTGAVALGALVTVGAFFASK
RGS7-Gao: regulators of human RGS7-Galphao interaction; P09471; Multiplexed bead flow cytometry, RGS7-Galphao binding; actives lie on both sides; binding response (% of control), % at 10 µM; actives 0.35% (n = 220,000); in the data active = binding response below about 49% or above about 150%; inconclusive = no clear call, values can overlap the other calls; inactive = in between;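 also: fluorescent Galphao held in activated GDP-AlF4 state binding bead-coupled RGS7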
Target sequence (P09471 whole entry, looked up): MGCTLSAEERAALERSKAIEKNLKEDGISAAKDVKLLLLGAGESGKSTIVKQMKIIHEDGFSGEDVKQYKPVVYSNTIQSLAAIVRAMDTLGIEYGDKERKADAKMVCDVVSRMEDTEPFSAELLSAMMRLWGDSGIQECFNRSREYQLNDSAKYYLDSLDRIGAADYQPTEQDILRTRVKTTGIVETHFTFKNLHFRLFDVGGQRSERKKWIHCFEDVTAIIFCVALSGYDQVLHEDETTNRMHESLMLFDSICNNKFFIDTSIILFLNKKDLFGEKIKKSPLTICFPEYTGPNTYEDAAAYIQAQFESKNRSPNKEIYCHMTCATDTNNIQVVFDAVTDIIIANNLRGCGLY
ABCB1 inh: inhibitors of human ABCB1 transporter, ABCG2 counter-screen. P08183. CCRF-Adr cells, JC-1 efflux, flow cytometry. inhibition, % at 6.6 µM. actives 0.067% (n = 190,000). AID 1326; in the data active = inhibition above about 40%;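 also: 0% = vehicle and 100% = reference inhibitor; higher value means more JC-1 retained so stronger ABCB1 efflux block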
RGS4-Gao reg: human RGS4-Galphao interaction regulation; P09471; Multiplexed bead flow cytometry, RGS4-Galphao binding; actives lie on both sides; binding response (% of control), % at 10 µM; actives 0.33% (n = 220,000); AID 1415; in the data active = binding response below about 49% or above about 150%; inactive = in between;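 also: fluorescent Galphao activated with aluminum fluoride binding bead-coupled RGS4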
Bim-Bfl-1: inhibitors of Bim-Bfl-1 interaction, human; actives 0.12% (n = 190,000); Bead-based flow cytometry, Bim-Bfl-1 binding inhibition; inhibition, % at 10 µM;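 also: 0% = wells without compound plus tracer and 100% = blocker peptide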
RGS8-Gao reg: regulators of human RGS8-Galphao interaction. multiplexed bead flow cytometry, RGS8-Galphao binding; actives lie on both sides. AID 1423. P09471. response (percent of control binding), % at 10 µM. actives 0.34% (n = 220,000); in the data active = response below about 60% or above about 140%; inactive = in between;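 also: Galphao activated as the GDP aluminium fluoride complex binding bead-coupled RGS8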
The depositor's hits bear a star; ? = inconclusive. Rule as the data show it, unless noted: active = inhibition above about 40%.

Molecule	Bcl-B Bim block	Bim-Mcl-1	Bim-Bcl-2	ABCG2 inh	Bim-Bcl-XL	Bim-Bcl-W	RGS7-Gao	ABCB1 inh	RGS4-Gao reg	Bim-Bfl-1	RGS8-Gao reg
O=C(c1ccc2c(=O)n(Cc3ccco3)c(=S)[nH]c2c1)N1CCN(Cc2ccccc2)CC1	-5.0	-5.0	-2.0	-1.1	-4.0	-1.0	103.8	-0.4	105.2	0.0	105.7
CC1C(Br)C(=O)NC(=O)N1Cc1ccccc1 (stereo unspecified)	-5.0	-1.0	-6.0	9.3	-3.0	-4.0	?	0.8	100.1	-10.0	101.3
COc1cc(/C=N/NC(=S)Nc2cccc(C(=O)O)c2)ccc1O	-6.0	1.0	-5.0	0.0	-1.0	0.0	102.5	0.0	105.5	-14.0	102.3
O=S(=O)(c1ccccc1)N1CCN=C1SCc1ccccc1	-2.0	-3.0	-5.0	1.7	-3.0	-1.0	100.7	0.3	98.8	-3.0	101.5
COCCNC(=O)/C(C#N)=C/c1cccc(/C=C(\C#N)C(=O)NCCOC)c1	-4.0	-5.0	-3.0	7.0	-4.0	-1.0	96.7	-0.1	101.4	0.0	102.0
CCOC(=O)c1ccc(-c2ccc(/C=N/NC(=O)CN(c3ccccc3Br)S(C)(=O)=O)o2)cc1	1.0	1.0	1.0	0.0	-1.0	2.0	96.1	0.5	90.0	1.0	82.3
CCOc1[nH]n(-c2ccc(Cl)cc2)c(=O)c1C=Nc1ccc(O)cc1	-2.0	-2.0	0.0	7.0	-2.0	-3.0	96.6	0.2	97.5	0.0	96.6
COC(=O)Cc1ccc(OCC(=O)Nc2ccc(OC(F)(F)F)cc2)cc1	-8.0	-6.0	-5.0	3.1	-4.0	-2.0	96.8	-0.5	96.4	-8.0	97.8
O=c1ccc(-c2n[nH]c(=S)n2-c2ccc(F)c(Cl)c2)n[nH]1	-41.0	-8.0	-10.0	4.4	-11.0	-8.0	?	0.3	103.3	-1.0	101.2
Cc1cc(C)cc(NC(=S)NCC2CCN(C(C)c3ccccc3)C2)c1 (stereo unspecified)	-3.0	-5.0	-1.0	2.8	0.0	-1.0	104.0	1.5	105.6	0.0	103.6
Cc1ccc(S(=O)(=O)N2CC(=O)Nc3ccccc32)cc1	0.0	1.0	-3.0	1.4	3.0	0.0	102.8	0.3	102.6	-3.0	102.6
CCOc1ccccc1C1C(C#N)=C(N)Oc2cc(N)ccc21 (stereo unspecified)	-7.0	1.0	2.0	-0.2	0.0	-1.0	107.0	-0.2	105.0	1.0	100.0
Cc1c(C(=O)Nc2ccncc2)sc2nc(-c3ccccc3)cn12	-12.0	-4.0	-5.0	3.3	-9.0	-9.0	99.5	1.0	101.2	-10.0	98.5
Cc1cc(C)c(OCC(=O)Nc2ccc(NC(=O)c3ccco3)cc2)c([N+](=O)[O-])c1	-6.0	-3.0	-4.0	0.6	-5.0	-5.0	104.7	0.3	100.1	-1.0	108.0
S=c1[nH]nc(CCc2ccccc2)n1Cc1ccccc1	-47.0	-13.0	-1.0	-1.3	-5.0	-5.0	103.0	-0.1	102.8	15.0	109.2
Cc1ccc(C(=O)N/C(=C\c2ccccc2)C(=O)OCc2ccccc2)cc1	-6.0	-4.0	-6.0	56.5	-3.0	-2.0	102.4	0.5	102.3	-10.0	101.2
O=C(CN1C(=O)c2cccc3cccc1c23)Nc1ccc(S(=O)(=O)N2CCOCC2)cc1	0.0	4.0	24.0	0.3	13.0	4.0	97.1	0.7	94.9	13.0	82.3
COc1c(O)ccc2cnn(-c3ccccc3C)c(=O)c12	-2.0	-1.0	-6.0	1.6	0.0	0.0	91.8	0.3	89.2	-1.0	95.4
Cc1cccc(CN2CCCC(C(=O)c3ccc4c5c(cccc35)CC4)C2)n1 (stereo unspecified)	-2.0	-1.0	-6.0	10.6	-7.0	0.0	103.4	3.1	101.8	-5.0	99.1
CCCc1noc(-c2ccc(-c3ccccc3)cc2)n1	-9.0	-7.0	-13.0	18.4	-7.0	-1.0	102.6	0.8	102.4	-20.0	99.0

Some values from the list.
ABCG2 inh result of Cc1cc(C)c(OCC(=O)Nc2ccc(NC(=O)c3ccco3)cc2)c([N+](=O)[O-])c1 : 0.6
ABCB1 inh result of O=C(CN1C(=O)c2cccc3cccc1c23)Nc1ccc(S(=O)(=O)N2CCOCC2)cc1 : 0.7
Bim-Bfl-1 result of CCOc1ccccc1C1C(C#N)=C(N)Oc2cc(N)ccc21 (stereo unspecified) : 1.0

Following part:
Molecule	Bcl-B Bim block	Bim-Mcl-1	Bim-Bcl-2	ABCG2 inh	Bim-Bcl-XL	Bim-Bcl-W	RGS7-Gao	ABCB1 inh	RGS4-Gao reg	Bim-Bfl-1	RGS8-Gao reg
O=C(O)Cc1ccc(NS(=O)(=O)c2c(Cl)cccc2Cl)cc1	-1.0	0.0	-3.0	-0.5	-1.0	-1.0	102.6	-0.2	105.3	-5.0	103.0
O=C(CC1SC(=O)NC1=O)Nc1ccc(Cl)cc1 (stereo unspecified)	0.0	0.0	-2.0	0.8	0.0	0.0	102.0	-0.2	101.3	0.0	100.4
CC(=O)c1sc(NC(=O)c2ccc(C)c(C)c2)nc1C	-3.0	0.0	-4.0	1.8	-4.0	-4.0	96.9	0.7	98.8	-6.0	103.4
CN1C(=O)C(C(=O)NC(C)(C)C)C2c3ccccc3OC13CCCCC23 (stereo unspecified)	-8.0	-3.0	-13.0	15.7	-11.0	-2.0	103.1	3.5	100.2	-18.0	103.0
Cc1ccc(OCC(=O)O/N=C(\N)Cc2ccc(Cl)cc2)cc1	-9.0	-5.0	-12.0	10.9	-10.0	-2.0	96.2	1.5	98.7	-22.0	101.5
COc1cccc(C(=O)Nc2ccc(C(=O)O)cc2)c1	-2.0	-1.0	-1.0	-0.8	-2.0	-3.0	97.7	-0.2	99.2	-3.0	100.4
O=C(Nc1nnc(CCc2ccccc2)s1)c1cccs1	-1.0	-2.0	0.0	0.4	-5.0	1.0	100.7	-0.2	103.1	-2.0	101.1
O=C(CCc1ccccc1)NCc1cccnc1	-2.0	-1.0	-2.0	2.3	-3.0	-3.0	94.7	0.5	93.2	0.0	99.0
O=C1NC2(CCCCCC2)Oc2ccccc21	-1.0	0.0	-2.0	2.0	0.0	0.0	97.0	0.4	100.5	-3.0	103.2
O=S(=O)(Nc1ccccc1O)c1ccc(-c2ccccc2)cc1	1.0	-6.0	0.0	-3.2	-5.0	-2.0	105.1	-0.8	97.7	2.0	97.7
CCC(=O)Nc1cccc(C(=O)/C=C/c2ccccc2)c1	4.0	0.0	4.0	18.4	3.0	2.0	96.9	1.0	98.4	1.0	99.4
O=C(O)CC1C(=O)NCCN1C/C=C/c1ccccc1 (stereo unspecified)	-6.0	0.0	-7.0	0.1	-4.0	0.0	108.3	0.0	106.1	-13.0	105.4
O=C(CCN1CCN(c2ccccc2)CC1)NNC(=S)Nc1ccccc1Cl	-37.0	-4.0	-8.0	4.2	-11.0	-6.0	?	0.9	99.6	-2.0	99.2
Cc1cc(C)n2nc(C(=O)Nc3ccc4c(c3)CCC4)nc2n1	-6.0	-3.0	-1.0	3.6	-2.0	0.0	103.1	0.5	104.3	-10.0	104.6
COc1ccc2cc3c(N)c(C(=O)NCc4ccco4)sc3nc2c1	-2.0	1.0	1.0	-2.0	0.0	-1.0	97.2	-0.6	97.8	4.0	99.5
O=C(CN1CCC2(CC1)OCCO2)c1c[nH]c2ccccc12	0.0	0.0	2.0	1.6	0.0	-3.0	101.0	0.3	105.2	4.0	104.9
O=C(Nc1cccnc1)C1CCCN(S(=O)(=O)c2cccc3nsnc23)C1 (stereo unspecified)	0.0	1.0	3.0	-0.5	1.0	0.0	83.5	0.0	71.8	0.0	94.2
CN(/N=C/c1ccncc1)c1cnc2ccccc2n1	0.0	1.0	0.0	8.0	6.0	3.0	103.3	1.1	101.3	-1.0	101.7
CC(=O)Nc1cccc(OCc2c(F)cccc2Cl)c1	-8.0	0.0	-4.0	7.2	-2.0	0.0	96.3	0.2	95.3	-5.0	98.4
CCCNC(=O)C(Sc1ccccc1)c1ccccc1 (stereo unspecified)	-15.0	-2.0	-11.0	3.8	-8.0	-2.0	100.8	0.2	100.0	-11.0	101.6
COc1cc2c(cc1NC(=O)CN(C)Cc1ccc(OC)c(OC)c1)oc1ccccc12	-8.0	-3.0	-7.0	17.0	-7.0	-3.0	101.2	2.2	95.6	-6.0	99.2
COC(=O)N/N=C/c1sc(N2CCCCC2)nc1-c1cccs1	-5.0	1.0	-1.0	7.2	0.0	1.0	94.8	0.6	96.0	-4.0	99.2
CCOC(=O)Cn1nc(C)c(NC(=O)COc2cccc(Cl)c2)c1C	-5.0	-1.0	-1.0	-0.1	-3.0	-3.0	101.4	-0.1	103.0	-6.0	103.2
O=C(O)CNC(=O)c1ccc2c(c1)OCCO2	-8.0	-3.0	-9.0	-3.6	-1.0	-1.0	102.7	-2.4	99.3	-9.0	100.2
CCn1c(N2CCN(S(=O)(=O)c3ccc(F)cc3)CC2)nc2ccccc21	-4.0	-5.0	-6.0	1.8	-1.0	0.0	100.4	0.3	99.1	-5.0	103.7
O=C(CCN1C(=O)c2ccccc2C1=O)NCc1ccco1	1.0	-2.0	2.0	2.4	-1.0	-1.0	86.4	0.2	88.5	3.0	89.4
O=C(COc1ccc(Br)cc1)NCCO	-7.0	-4.0	-6.0	0.2	-5.0	-3.0	95.4	0.0	96.0	-1.0	97.7
CCOc1cc(C)nc(N2CCC(C(=O)Nc3ccccc3OCC)CC2)n1	2.0	2.0	1.0	3.4	2.0	1.0	105.6	0.7	106.5	2.0	99.8
Cc1ccc(C(=O)c2ccccc2C(=O)O)c(O)c1	-4.0	2.0	0.0	0.0	1.0	0.0	100.5	-0.1	102.0	-11.0	101.5
CCn1c(C)csc1=NC(=O)c1ccccc1	-8.0	-4.0	-14.0	28.7	-4.0	-1.0	97.1	0.7	98.2	-20.0	96.1
Cn1c(=O)c2c(nc3n2CCS3)n(C)c1=O	-5.0	-1.0	-4.0	-0.5	-2.0	5.0	104.6	-0.7	104.3	-1.0	112.8
C/C(N)=N\S(=O)(=O)c1ccc(Cl)cc1	0.0	0.0	1.0	0.1	3.0	0.0	99.8	0.1	99.6	0.0	100.4

Among those listed so far, these have a cyano group:
Molecule	Bcl-B Bim block	Bim-Mcl-1	Bim-Bcl-2	ABCG2 inh	Bim-Bcl-XL	Bim-Bcl-W	RGS7-Gao	ABCB1 inh	RGS4-Gao reg	Bim-Bfl-1	RGS8-Gao reg
COCCNC(=O)/C(C#N)=C/c1cccc(/C=C(\C#N)C(=O)NCCOC)c1	-4.0	-5.0	-3.0	7.0	-4.0	-1.0	96.7	-0.1	101.4	0.0	102.0
CCOc1ccccc1C1C(C#N)=C(N)Oc2cc(N)ccc21 (stereo unspecified)	-7.0	1.0	2.0	-0.2	0.0	-1.0	107.0	-0.2	105.0	1.0	100.0

Already shown: 2 of the compounds above.
Molecule	Bcl-B Bim block	Bim-Mcl-1	Bim-Bcl-2	ABCG2 inh	Bim-Bcl-XL	Bim-Bcl-W	RGS7-Gao	ABCB1 inh	RGS4-Gao reg	Bim-Bfl-1	RGS8-Gao reg
O=C(CCN1C(=O)c2ccccc2C1=O)NCc1ccco1	1.0	-2.0	2.0	2.4	-1.0	-1.0	86.4	0.2	88.5	3.0	89.4
O=C(COc1ccc(Br)cc1)NCCO	-7.0	-4.0	-6.0	0.2	-5.0	-3.0	95.4	0.0	96.0	-1.0	97.7
